GPR151 ag: human GPR151 activation | activation, % at 11.2 µM | PathHunter beta-arrestin GPR151 cells, luminescence | Q8TDV0 | 650,000 tested, 1% active; in the data active = activation above about 4.9%;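 also: 0% = median of compound wells and 100% = cells with positive control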
Target sequence (Q8TDV0 whole entry, looked up): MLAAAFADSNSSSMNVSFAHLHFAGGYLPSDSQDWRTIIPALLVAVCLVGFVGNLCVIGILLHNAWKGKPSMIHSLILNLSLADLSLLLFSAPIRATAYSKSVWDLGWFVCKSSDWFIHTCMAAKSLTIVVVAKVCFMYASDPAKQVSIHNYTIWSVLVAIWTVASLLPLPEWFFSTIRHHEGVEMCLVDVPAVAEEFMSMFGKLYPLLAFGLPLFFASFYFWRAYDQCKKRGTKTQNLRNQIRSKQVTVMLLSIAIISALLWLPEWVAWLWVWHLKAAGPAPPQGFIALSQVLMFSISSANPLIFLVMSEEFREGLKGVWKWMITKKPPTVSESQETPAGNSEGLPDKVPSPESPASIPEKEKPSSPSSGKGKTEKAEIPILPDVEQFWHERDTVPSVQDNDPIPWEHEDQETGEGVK
FBW7 act: human FBW7 E3 ligase activation, primary screen | Q969H0 | AlphaScreen FBW7–phospho-cyclin E peptide binding, activator screen | normalized activity (activation), % at 26.1 µM | 650,000 tested, 0.13% active; in the data active = normalized activity above about 1.9%;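 also: purified mutant Fbw7 with reduced substrate affinity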
Target sequence (Q969H0 whole entry, looked up): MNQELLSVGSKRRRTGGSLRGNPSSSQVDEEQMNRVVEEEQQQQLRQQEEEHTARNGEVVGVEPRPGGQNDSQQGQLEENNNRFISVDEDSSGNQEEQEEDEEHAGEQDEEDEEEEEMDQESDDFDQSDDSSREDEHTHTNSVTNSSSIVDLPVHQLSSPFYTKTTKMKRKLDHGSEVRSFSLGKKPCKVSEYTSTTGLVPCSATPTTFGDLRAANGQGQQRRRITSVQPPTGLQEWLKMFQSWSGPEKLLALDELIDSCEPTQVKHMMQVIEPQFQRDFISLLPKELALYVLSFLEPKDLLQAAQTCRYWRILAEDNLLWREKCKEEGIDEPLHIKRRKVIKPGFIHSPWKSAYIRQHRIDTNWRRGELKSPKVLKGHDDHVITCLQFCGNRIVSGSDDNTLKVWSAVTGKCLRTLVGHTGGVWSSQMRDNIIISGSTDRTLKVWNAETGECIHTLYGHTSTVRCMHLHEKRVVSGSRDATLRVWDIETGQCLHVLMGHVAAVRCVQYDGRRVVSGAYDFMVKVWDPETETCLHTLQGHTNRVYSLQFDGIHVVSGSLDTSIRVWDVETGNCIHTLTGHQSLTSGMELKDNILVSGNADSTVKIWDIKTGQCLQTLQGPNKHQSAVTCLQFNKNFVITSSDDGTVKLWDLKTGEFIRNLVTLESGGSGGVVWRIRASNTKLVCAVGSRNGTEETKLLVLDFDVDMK
MITF inh: blocks human microphthalmia-associated transcription factor | O75030 | inhibition, % at 2.6 µM | 650,000 tested, 0.91% active | AlphaScreen MITF homodimerization, bead proximity signal; in the data active = inhibition above about 50%;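 also: 0% = vehicle wells with protein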
TEAD-YAP inh: TEAD-YAP interaction inhibition; HEK-TIYL cells, TEAD-Gal4/YAP UAS-luciferase luminescence; inhibition, % at 9.12 µM; 640,000 tested, 1.4% active; AID 1259422; in the data active = inhibition above about 32%;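 also: 0% = median of test compound wells and 100% = reference inhibitor wells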
An asterisk follows results filed as active; nt = not tested or not shown.

SMILES	GPR151 ag	FBW7 act	MITF inh	TEAD-YAP inh
COC(=O)C1=C(C)Nc2ncnn2C1/C=C/c1ccc([N+](=O)[O-])o1 (centres undefined)	-0.8	0.1	22	2
N#C/C(=C1\NC(c2ccc(Cl)cc2)=CS1)N1CCc2ccccc2C1	0.3	-0.1	4	12
CCOC(=O)c1cnc(SCC(=O)Nc2ccc([N+](=O)[O-])cc2C)nc1N	0.2	0.2	5	2
Cc1cc(C)c(NC(=O)CCCC(=O)O)c(C)c1	2.2	0.0	-1	3
CCCC(C(=O)O)N1C(=O)NC2NC(=O)NC21 (centres undefined)	-0.2	-0.1	1	3
CN(CCO)c1cc(N2CCN(c3cccc(Cl)c3)CC2)c2nonc2c1[N+](=O)[O-]	-0.9	-0.1	9	-5
Cc1c(C(=O)NCc2ccc(F)cc2)sc2nc[nH]c(=O)c12	-0.2	0.1	4	7
O=C(/C=C/c1ccco1)Nc1ccc(OCC(=O)N2CCOCC2)cc1	0.1	0.2	8	-18
C/C(=N\Nc1ccc(Cl)c(C(=O)O)c1)c1ccc[nH]1	0.3	-0.1	14	-50
CCN(CC)CCN1C(=O)C(O)=C(C(=O)c2cccs2)C1c1cccs1 (centres undefined)	-0.1	0.0	-20	6
COc1ccc(S(=O)(=O)NCC2(c3ccccc3)CCOCC2)cc1	1.3	-0.2	7	5
O=C(CSc1nc2sc3c(c2c(=O)n1-c1ccccc1)CCC3)c1ccccc1	0.1	-0.5	23	-6
COc1ccc(/C(O)=C2/C(=O)C(=O)N(CCN(C)C)C2c2ccccc2)cc1 (centres undefined)	-0.9	-0.1	-6	-6
NC(=O)C[n+]1ccn2c(Nc3ccccc3)c(-c3ccccc3O)nc2c1	1.1	0.2	1	2
Cc1ccc(C)c(C(=O)COC(=O)c2cc([N+](=O)[O-])ccc2NCCO)c1	0.5	-0.1	16	-9
COCCOc1cc(Nc2nnc(C(F)(F)F)s2)c(Cl)cc1Cl	4.8	0.0	-2	11
CCN1CCN(c2c3c(nc4ncnn24)CCCC3)CC1	-1.1	0.0	-3	6
COc1ccc(N2C(=O)NC(=O)/C(=C/c3cccc(O)c3)C2=O)cc1	-0.2	-0.1	9	-1
CCCCOC(=O)Cn1c(=N)n(CCC)c2ccccc21	0.3	-0.1	10	21
CCC(C)NC(=O)c1c(C)nc2ccc(Br)cn12 (centres undefined)	-0.5	0.1	11	-3
O=C(NCc1ccc(F)cc1)c1nn2c(c1Br)NC(c1ccccc1)CC2C(F)(F)F (centres undefined)	-0.2	0.1	1	19
CCOc1ccc(NC(=O)CSc2nnc(NC(=O)/C=C/c3ccccc3)s2)cc1	0.2	0.3	22	-11
Cc1ccc(CNC(=O)COc2cccc(C)c2)cc1	0.2	0.0	0	-7
CCOC(=O)c1sc(NC(=O)CSc2nnc(CNC(=O)COc3ccc(Cl)cc3)n2C)c(C(=O)OCC)c1C	0.6	0.1	4	6
COCCCNC(=O)CN(C1CCCCC1)S(=O)(=O)c1ccc(F)cc1	-1.1	0.0	11	-5
C#CC(C)(CC)NC(=O)c1cc(OC)c(OC)c(OC)c1 (centres undefined)	-1.4	-0.1	-10	-6
O=C(Nc1ccc(-c2nc3ccccc3s2)cc1)c1ccccc1F	-2.2	-0.2	0	-16
O=C(OCCN1CCOCC1)c1cc2ccccc2o1	-2.6	0.5	-4	5
CC1CCCC(C)N1C(=O)CSc1nnc(-c2cccc(Cl)c2)n1N (centres undefined)	-0.7	-0.1	-1	3
CCCCCC(=O)Nc1ccc(C(=O)OCCCC)cc1	1.1	0.2	-13	-11
O=C1c2cccc3cc(Br)cc(c23)C(=O)N1Nc1ccccc1	-1.0	-0.2	-1	-14
CN(C)CCNc1c([N+](=O)[O-])c(=O)n(C)c2ccccc12	-0.5	0.4	24	11
O=C(NC1CCCC1)c1nn2c(C(F)(F)F)c3c(nc2c1Cl)-c1ccccc1CC3	0.2	-0.1	-1	6
NC(=O)C1CCN(c2ncnc3sccc23)CC1	-0.1	0.1	18	5
COc1cc2nc(N3CCc4ccccc4C3)nc(N)c2cc1OC	-1.2	0.0	7	3
O=C(Nc1cccc(F)c1)C1(S(=O)(=O)c2ccc(Cl)cc2)CC1	0.7	0.3	11	4
CCCNS(=O)(=O)c1cc(C)c(OC)cc1C	0.4	0.1	-1	1
Cc1cccc(Nc2cc3c4c(ccc5c4c2C(=O)N(c2cccc(C)c2)C5=O)C(=O)N(c2cccc(C)c2)C3=O)c1	0.9	-0.1	-7	2
CC(=O)NCCCc1nc2cc3sc(CCCNC(C)=O)nc3cc2s1	-1.1	0.3	4	8
CCOC(=O)C(=O)Oc1ccc2c(c1)C(C)=CC(C)(C)N2	-1.6	-0.1	-8	5

Rewritten with values under each structure: part of the list above
Below each SMILES – GPR151 ag	FBW7 act	MITF inh	TEAD-YAP inh
> CCOc1ccc(NC(=O)CSc2nnc(NC(=O)/C=C/c3ccccc3)s2)cc1
  0.2	0.3	22	-11
> Cc1ccc(CNC(=O)COc2cccc(C)c2)cc1
  0.2	0.0	0	-7
> CCOC(=O)c1sc(NC(=O)CSc2nnc(CNC(=O)COc3ccc(Cl)cc3)n2C)c(C(=O)OCC)c1C
  0.6	0.1	4	6
> COCCCNC(=O)CN(C1CCCCC1)S(=O)(=O)c1ccc(F)cc1
  -1.1	0.0	11	-5
> C#CC(C)(CC)NC(=O)c1cc(OC)c(OC)c(OC)c1 (centres undefined)
  -1.4	-0.1	-10	-6
> O=C(Nc1ccc(-c2nc3ccccc3s2)cc1)c1ccccc1F
  -2.2	-0.2	0	-16
> O=C(OCCN1CCOCC1)c1cc2ccccc2o1
  -2.6	0.5	-4	5
> CC1CCCC(C)N1C(=O)CSc1nnc(-c2cccc(Cl)c2)n1N (centres undefined)
  -0.7	-0.1	-1	3
> CCCCCC(=O)Nc1ccc(C(=O)OCCCC)cc1
  1.1	0.2	-13	-11
> O=C1c2cccc3cc(Br)cc(c23)C(=O)N1Nc1ccccc1
  -1.0	-0.2	-1	-14
> CN(C)CCNc1c([N+](=O)[O-])c(=O)n(C)c2ccccc12
  -0.5	0.4	24	11
> O=C(NC1CCCC1)c1nn2c(C(F)(F)F)c3c(nc2c1Cl)-c1ccccc1CC3
  0.2	-0.1	-1	6
> NC(=O)C1CCN(c2ncnc3sccc23)CC1
  -0.1	0.1	18	5
> COc1cc2nc(N3CCc4ccccc4C3)nc(N)c2cc1OC
  -1.2	0.0	7	3
> O=C(Nc1cccc(F)c1)C1(S(=O)(=O)c2ccc(Cl)cc2)CC1
  0.7	0.3	11	4
> CCCNS(=O)(=O)c1cc(C)c(OC)cc1C
  0.4	0.1	-1	1
> Cc1cccc(Nc2cc3c4c(ccc5c4c2C(=O)N(c2cccc(C)c2)C5=O)C(=O)N(c2cccc(C)c2)C3=O)c1
  0.9	-0.1	-7	2
> CC(=O)NCCCc1nc2cc3sc(CCCNC(C)=O)nc3cc2s1
  -1.1	0.3	4	8
> CCOC(=O)C(=O)Oc1ccc2c(c1)C(C)=CC(C)(C)N2
  -1.6	-0.1	-8	5

More structures:
SMILES	GPR151 ag	FBW7 act	MITF inh	TEAD-YAP inh
C=C(C)/C=N/Nc1ccc([N+](=O)[O-])cc1S(=O)(=O)Nc1ccc(OC)cc1	-1.1	0.2	20	7
C=CCNCCC1CCC(=O)N1CC1(c2ccccc2)CCCC1 (centres undefined)	-0.4	0.0	-10	1
COc1ccc(CNS(=O)(=O)c2ccc(S(N)(=O)=O)cc2)cc1OC	4.0	0.0	6	-4
CCNC(=O)NC(=O)C(C)OC(=O)c1cccc(C)c1C (centres undefined)	0.4	0.0	18	11
Cc1cc(C)nc(NNC(=S)NC(=O)C23CC4CC(CC(C4)C2)C3)n1	0.3	-0.2	4	7
COc1ccc(C2CC(C(F)(F)F)n3ncc(C(=O)Nc4ccccc4C)c3N2)cc1OC (centres undefined)	-0.3	0.0	1	-26
COc1ccc(-c2ccc3nc(OCc4ccncc4)oc3n2)cc1	-1.0	0.1	-1	-18
COC(=O)c1c(NC(=O)COc2ccc(C(C)C)c(C)c2)sc2c1CCC2	1.6	-0.4	4	-8
CN(C)CCNS(=O)(=O)c1ccc(-c2ccc(S(=O)(=O)NCCN(C)C)cc2)cc1	-1.9	-0.1	1	2
Cc1ccc(OCC(=O)Nc2ccc(F)cc2)c(C)c1	-0.7	0.0	11	-41
Cc1c(Cc2ccccc2)c(=O)oc2c(I)c(OCC(=O)c3ccccc3)ccc12	1.9	0.4	9	2
O=c1oc2cc(Cl)ccc2n1C(c1ccccc1)(c1ccccc1)c1ccccc1	1.0	-0.1	-4	-7
COc1ccc(C2C(C(=O)NCCCN3CCOCC3)c3ccccc3C(=O)N2C)cc1 (centres undefined)	0.5	0.0	-5	-5
CCOC(=O)c1c(NC(=O)c2ccccc2Cl)sc2c1CCCCC2	-0.1	0.0	-8	3
CC(C)c1ccc(/C=C2\N=C(c3ccccc3Cl)OC2=O)cc1	1.5	0.1	5	-2
CCOC(=O)C(CC#CCN1CCOCC1)C(=O)OCC	0.4	-0.1	-16	6
CCn1c(SCC(=O)Nc2cc(C)ccc2C)nnc1C1CC1	-0.2	0.2	-1	7
CC(C)N(C)C(=O)c1cnc2scc(-c3ccc(Cl)s3)n2c1=O	1.6	0.0	7	8
N#CCCCSc1nc2ccccc2[nH]1	1.3	-0.1	8	-3
CCCOC(=O)c1ccc(NS(C)(=O)=O)cc1	-1.1	-0.1	-5	-3
CCOc1ccc(NC(=O)C(C)N(c2ccc(C)c(C)c2)S(C)(=O)=O)cc1 (centres undefined)	-0.9	-0.1	-3	0
COc1cc(C)c(Cl)cc1S(=O)(=O)Nc1ccc(-c2cn3ccc(C)nc3n2)cc1	-0.1	0.0	-4	-12
O=c1cc(N2CCOCC2)nc2n1CCCS2	-1.0	0.6	13	3
O=C(Nc1nnc(CSCc2ccccc2)s1)c1ccccc1Br	0.4	0.1	14	-1
OC(CNCCCn1ccnc1)COc1ccccc1 (centres undefined)	-0.3	-0.2	75*	4
Cc1ccc(/C=N/NC(=O)COc2cccc(Cl)c2)c(O)c1	-0.2	0.0	-29	1
CC(C(=O)O)n1nnc2ccccc21 (centres undefined)	0.2	0.0	2	8
CCCOC(=O)c1ccc(NC(=O)/C=C/c2ccccc2)cc1	0.7	0.0	-6	-16
O=C(N1CCn2cnnc2C1)C1(c2ccccc2)CCCC1	2.3	0.0	-5	8
CCCCOc1ccc(C(=O)Nc2ccc3scnc3c2)cc1	-0.9	-0.1	-4	-51
CC(=O)N1CCN(c2ccc(Nc3cccc(C)n3)nn2)CC1	-0.5	0.0	5	-2
O=C(c1cccnc1)N1C2CCC1CC(c1ccc(F)cc1)C2 (centres undefined)	0.1	0.0	2	-7
COc1ccc(Nc2ncnc3c2c(-c2ccccc2)cn3-c2ccc(C)c(Cl)c2)cc1OC	-1.0	0.3	7	3
Cc1cc(C(=O)Nc2ccc3sccc3c2)no1	1.2	0.0	-2	-73
O=C(CN1C(=O)c2ccc([N+](=O)[O-])cc2C1=O)Nc1ccc(Br)cc1	2.5	0.0	5	13
Cc1cccnc1NC(=O)CN1C(=O)C(C)Oc2ccccc21 (centres undefined)	0.6	0.1	-2	-8
COc1cc(/C=C2/C(=N)N3N=C(C(C)C)SC3=NC2=O)cc(Cl)c1OCCOc1ccc(Cl)c(C)c1	1.3	-0.2	-3	-26
CC(=O)Nc1cccc(NC(=O)c2ccco2)c1	-0.5	-0.1	-5	-7
Cc1cccc(NC(=O)CSCc2n[nH]c(=O)[nH]2)c1C	0.0	-0.3	-9	-2
Cc1ccc(NCN2C(=O)c3cccc([N+](=O)[O-])c3C2=O)cc1C	-0.6	0.5	26	6
Cc1sc2ncn(CC(=O)NCCCC(=O)Nc3cccc(Cl)c3)c(=O)c2c1C	-1.6	-0.1	-11	3
O=C(CC1C(=O)NCCN1Cc1cccc(F)c1)NC1CCC1 (centres undefined)	-0.7	0.0	8	8
CCCCCCCCCCCCCC(=O)N[C@H](CO)[C@H](O)c1ccc([N+](=O)[O-])cc1	0.6	nt	-13	nt
CC(=O)C1=C(C)Nc2ncnn2C1c1ccccc1Cl (centres undefined)	0.1	0.0	-10	0
COC(=O)C1=C(C(=O)OC)[C@@H]2N(C)c3ccccc3[C@@]23C[C@@H](C(=O)OC)N(C(=O)Nc2cccc(C#N)c2)C3=N1	-1.3	0.2	3	nt
CCCC1=NN(C(=O)C(=O)Nc2ccc(OC)cc2)C(O)(C(F)(F)F)C1 (centres undefined)	0.7	0.5	3	-26
Oc1c(CN2CCN(c3ccccc3)CC2)cc(-c2ccccc2)cc1CN1CCN(c2ccccc2)CC1	-0.8	-0.1	-7	-1
C=CCNC(=S)N(Cc1ccccc1)Cc1ccccc1	-0.4	-0.2	7	-8
O=C(CSc1ccc(C(=O)O)cn1)Nc1cccc(Cl)c1	-1.7	1.1	21	-4
CC1OCC(OC(=O)c2ccccc2)CO1 (centres undefined)	-0.1	1.4	11	-6
CCOc1cc(/C=C2\SC(=S)NC2=O)ccc1O	-0.7	-0.2	8	-1
CCc1ccc(CNC(=O)CN(C)c2nnc(N3CCCC3=O)s2)cc1	0.2	-0.1	4	-2
COc1cc(/C=c2/sc3nc4ccccc4n3c2=O)cc(Cl)c1O	0.3	0.0	-8	-5
COc1ccccc1N1CCN(C(=O)CCCn2c(=S)[nH]c3cc4c(cc3c2=O)OCO4)CC1	0.9	-0.1	6	1
Oc1c(C=Nc2ccc(I)cc2)sc2ccccc12	0.2	0.1	10	14
CCOc1ccccc1-n1c(=S)sc2c(=O)n(-c3ccccc3C)c(SCC(=O)Nc3nccs3)nc21	0.9	0.1	15	5
CC(C(=O)Nc1ccc(Cl)cc1Cl)N1C(=O)NC2(CCCCC2)C1=O (centres undefined)	-1.4	0.2	15	-8

Screening data deposited in PubChem BioAssay by The Scripps Research Institute Molecular Screening Center.
